Screening results as filed in PubChem BioAssay.
FadD28 binding: M. tuberculosis FadD28 bisubstrate binding inhibition; hit rate 0.22% among 360,000; AID 588549; FadD28 bisubstrate probe binding, fluorescence polarization; inhibition, % at 12.5 µM; in the data active = inhibition above about 8.5%, passing the limit was not always enough; inconclusive = no clear call, values can overlap the other calls
Mtb FBA inh: inhibits M. tuberculosis FBA enzyme | purified M. tuberculosis FBA, fluorescence read-out | P9WQA3 | AID 588726 | hit rate 2.3% among 360,000 | inhibition, % at 1 µM; in the data active = inhibition above about 27%;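 also: 0% = vehicle and 100% = reference inhibitor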
Target sequence (P9WQA3 whole entry, looked up): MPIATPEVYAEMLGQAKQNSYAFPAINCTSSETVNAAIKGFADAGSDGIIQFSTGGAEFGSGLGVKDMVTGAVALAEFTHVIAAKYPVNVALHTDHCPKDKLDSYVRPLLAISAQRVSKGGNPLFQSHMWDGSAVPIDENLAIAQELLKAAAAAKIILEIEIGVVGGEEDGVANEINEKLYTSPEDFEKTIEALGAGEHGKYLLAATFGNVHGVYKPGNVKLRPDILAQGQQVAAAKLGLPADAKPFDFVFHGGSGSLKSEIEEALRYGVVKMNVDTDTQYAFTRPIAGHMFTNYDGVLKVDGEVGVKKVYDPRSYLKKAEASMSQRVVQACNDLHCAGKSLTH
BoNT F protease: blocks Botulinum neurotoxin F light chain protease | inhibition, % at 10 µM | Multiplex microsphere protease cleavage assay, flow cytometry | AID 588497 | hit rate 0.22% among 360,000; in the data active = inhibition above about 35%, passing the limit was not always enough; inconclusive = no clear call, values can overlap the other calls; also: plate controls were buffer without enzyme for full effect and enzyme alone for no effect
DUSP3 inh: DUSP3 (human) phosphatase inhibition; hit rate 0.52% among 290,000; inhibition, % at 13.3 µM; recombinant VHR phosphatase, pNPP absorbance; P51452; in the data active = inhibition above about 50%; also: some compounds called inactive have numbers as strong as hits
Target sequence (P51452 whole entry, looked up): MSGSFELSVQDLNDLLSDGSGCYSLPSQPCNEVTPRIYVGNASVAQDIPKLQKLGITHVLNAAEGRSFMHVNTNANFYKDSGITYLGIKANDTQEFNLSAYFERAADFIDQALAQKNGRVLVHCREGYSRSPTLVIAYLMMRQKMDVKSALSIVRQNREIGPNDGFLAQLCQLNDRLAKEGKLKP
CCHFV vOTU inh: blocks the CCHF virus ovarian tumor domain protease; CCHFV vOTU protease, Pep-AMC fluorescence; inhibition, % at 11.5 µM; hit rate 0.55% among 370,000; AID 651958; also: 0% = vehicle wells with enzyme and 100% = no enzyme wells
GDH-TPI inh: counter-screen for M. tuberculosis FBA inhibitors: GDH-TPI coupled enzymes; GDH-TPI coupled enzyme counterscreen, NADH absorbance; inhibition, % at 4.8 µM; hit rate 1.2% among 360,000; AID 588335;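 also: 0% = DMSO wells and 100% = wells lacking the enzyme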
UGM FP inh: blocks M. tuberculosis UGM enzyme; purified UGM, fluorescence polarization probe displacement; AID 504406; hit rate 0.06% among 320,000; inhibition, % at 10 µM; P9WIQ1; in the data active = inhibition above about 10%, passing the limit was not always enough; inconclusive = no clear call, values can overlap the other calls
MazEF act: increases E. coli MazEF RNase cleavage of RNA | P0AE70 | hit rate 0.32% among 350,000 | activation, % at 20 µM | FAM/BHQ RNA-DNA oligo cleavage fluorescence, 5 h; in the data active = activation above about 50%
Target sequence (P0AE70 whole entry, looked up): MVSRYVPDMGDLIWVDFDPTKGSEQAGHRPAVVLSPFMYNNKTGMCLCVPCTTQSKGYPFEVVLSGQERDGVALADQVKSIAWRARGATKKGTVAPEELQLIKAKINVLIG
Mtb BioA inh: BioA (M. tuberculosis) enzyme inhibition | purified M. tuberculosis BioA enzyme, plate reader | inhibition, % at 9.99 µM | hit rate 0.096% among 360,000 | AID 602481; in the data active = inhibition above about 40%; inconclusive = no clear call, values can overlap the other calls
Rv3671c protease: inhibitors of M. tuberculosis serine protease Rv3671c; P9WHR9; inhibition, % at 5.96 µM; hit rate 0.048% among 320,000; AID 2606; in the data active = inhibition above about 38%;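 also: extracellular domain of Rv3671c used as enzyme; 0% = enzyme with DMSO and 100% = no enzyme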
Target sequence (P9WHR9 whole entry, looked up, the tested form may be a part): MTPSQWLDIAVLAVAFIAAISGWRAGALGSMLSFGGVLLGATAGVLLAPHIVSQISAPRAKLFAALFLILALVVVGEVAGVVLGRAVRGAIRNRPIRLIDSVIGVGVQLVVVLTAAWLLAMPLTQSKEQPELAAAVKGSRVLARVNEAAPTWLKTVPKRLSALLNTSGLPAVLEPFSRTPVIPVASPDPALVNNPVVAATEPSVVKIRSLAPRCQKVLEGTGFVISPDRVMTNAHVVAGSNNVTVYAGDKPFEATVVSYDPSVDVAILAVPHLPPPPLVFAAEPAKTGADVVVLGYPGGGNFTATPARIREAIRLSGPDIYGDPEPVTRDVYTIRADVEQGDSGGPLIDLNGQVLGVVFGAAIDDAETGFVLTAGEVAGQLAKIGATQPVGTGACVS
* = called active by the depositor. Rule as the data show it, unless noted: active = inhibition above about 30%; inactive = the rest.

Cc1cc(N2CCN(C)CC2)nc2ccc(NC(=S)NCCN3CCc4ccccc4C3)cc12 was read as FadD28 binding -3.6, Mtb FBA inh 14, BoNT F protease -26, DUSP3 inh 27, CCHFV vOTU inh -17, GDH-TPI inh 17, UGM FP inh 0.0, MazEF act 17, Mtb BioA inh 0.9 and Rv3671c protease 9.
For Cn1c(SCC(=O)NC(C)(C)C)nnc1-c1cnccn1 the results were FadD28 binding -0.5, Mtb FBA inh 3, BoNT F protease 0, DUSP3 inh 10, CCHFV vOTU inh 13, GDH-TPI inh 2, UGM FP inh 0.4, MazEF act -5, Mtb BioA inh -1.5 and Rv3671c protease 12.
Screening COc1c(N2CCN(C(=S)NC3CC4CCC3C4)C(C)C2)c(F)cc2c(=O)c(C(=O)O)cn(C3CC3)c12 (centres undefined) returned FadD28 binding -2.5, Mtb FBA inh 0, BoNT F protease -5, DUSP3 inh 34, CCHFV vOTU inh -2, GDH-TPI inh 0, UGM FP inh -0.3, MazEF act 0 and Rv3671c protease -5.
Cc1ccc(NC(=S)N2CCN(S(C)(=O)=O)CC2)cc1Cl was read as FadD28 binding -4.6, Mtb FBA inh 0, BoNT F protease -1, DUSP3 inh 24, CCHFV vOTU inh -9, GDH-TPI inh -1, UGM FP inh -1.0, MazEF act 2, Mtb BioA inh -0.6 and Rv3671c protease 6.
Screening O=C(N/C=C/c1ccco1)NCc1ccccc1 returned FadD28 binding 0.3, Mtb FBA inh 3, BoNT F protease -3, DUSP3 inh 7, CCHFV vOTU inh -3, GDH-TPI inh 1, UGM FP inh -2.2, MazEF act -31 and Rv3671c protease 3.
`Cc1ccc(N(CC(=O)NC2CCCC2)C(=O)c2c(C)noc2C)cc1C` gave FadD28 binding -0.4, Mtb FBA inh -1, BoNT F protease 5, DUSP3 inh 6, CCHFV vOTU inh 13, GDH-TPI inh 3, UGM FP inh -1.1, MazEF act 3, Mtb BioA inh -0.1 and Rv3671c protease -3.
`Cc1nn(C(C)C)c(C)c1CN1CCC(C(=O)Nc2cccc(-c3cccc(F)c3)c2)CC1` gave FadD28 binding -9.6, Mtb FBA inh 3, BoNT F protease -7, DUSP3 inh 24, CCHFV vOTU inh -14, GDH-TPI inh -11, UGM FP inh -2.6, MazEF act -2, Mtb BioA inh -0.4 and Rv3671c protease -10.
`CCOC(=O)C1CCN(C(=O)c2ccc(CNS(=O)(=O)c3ccc(C)cc3)cc2)CC1` gave FadD28 binding -4.6, Mtb FBA inh -2, BoNT F protease -3, DUSP3 inh 25, CCHFV vOTU inh 18, GDH-TPI inh -10, UGM FP inh 0.5, MazEF act 0 and Rv3671c protease 0.
Screening CCCCn1cnc2c(oc3ccccc32)c1=O returned FadD28 binding -2.6, Mtb FBA inh 2, BoNT F protease 15, DUSP3 inh -20, CCHFV vOTU inh 12, GDH-TPI inh -7, UGM FP inh 3.6, MazEF act -2 and Mtb BioA inh 0.6.
`CCOC(=O)CC1CCCCN1C(=O)c1ccc2oc(CCc3ccccc3)nc2c1` (centres undefined) gave FadD28 binding 0.0, Mtb FBA inh -4, BoNT F protease 6, DUSP3 inh 9, CCHFV vOTU inh 14, GDH-TPI inh -6, UGM FP inh -0.8, MazEF act -1, Mtb BioA inh 0.0 and Rv3671c protease -7.
For Cc1ccc2nc(NCCc3ccccc3)c3nncn3c2c1 the results were FadD28 binding 0.2, Mtb FBA inh 1, BoNT F protease -4, DUSP3 inh -10, CCHFV vOTU inh -5, GDH-TPI inh 4, MazEF act -15 and Mtb BioA inh -2.0.
For C=CCOc1ccc(C2N3CC4(CC)CN2CC(CC)(C3)C4=O)cc1 (centres undefined) the results were FadD28 binding 0.1, Mtb FBA inh 4, BoNT F protease 2, DUSP3 inh 24, CCHFV vOTU inh -5, GDH-TPI inh 0, UGM FP inh -2.1, MazEF act 0, Mtb BioA inh -1.8 and Rv3671c protease -2.
For COc1ccccc1CCC(=O)Oc1ccccc1C#N the results were FadD28 binding -2.4, Mtb FBA inh 1, BoNT F protease 4, DUSP3 inh 14, CCHFV vOTU inh 7, GDH-TPI inh 10, UGM FP inh -1.1, MazEF act 1 and Mtb BioA inh -1.1.
For COc1ccc(CCN(C)c2ccc(S(=O)(=O)N3CCCC3)cn2)cc1OC the results were FadD28 binding -4.7, Mtb FBA inh 1, BoNT F protease -7, DUSP3 inh -3, CCHFV vOTU inh -8, GDH-TPI inh 6, UGM FP inh 1.3, MazEF act 5, Mtb BioA inh -0.2 and Rv3671c protease -13.
For CC(C)OC(=O)c1ccc(NC(=S)NC(=O)c2cncc(Br)c2)cc1 the results were FadD28 binding 0.4, Mtb FBA inh 1, BoNT F protease 31, DUSP3 inh 22, CCHFV vOTU inh 12, GDH-TPI inh 5, UGM FP inh -1.7, MazEF act 4, Mtb BioA inh -0.4 and Rv3671c protease -4.
`CNC(=S)N(CCc1c(C)[nH]c2ccc(OC)cc12)Cc1cccnc1` gave FadD28 binding 0.5, Mtb FBA inh 2, BoNT F protease 1, DUSP3 inh -3, CCHFV vOTU inh -14, GDH-TPI inh -3, UGM FP inh 1.0, MazEF act 0 and Rv3671c protease 0.
Screening Oc1ccccc1C=Nc1ccccc1-c1nc2ccccc2[nH]1 returned FadD28 binding -3.9, Mtb FBA inh 128*, BoNT F protease -2, DUSP3 inh 17, CCHFV vOTU inh -253, GDH-TPI inh 18, UGM FP inh 0.8, MazEF act 12, Mtb BioA inh -3.6 and Rv3671c protease -8.
For O=C(OCC(=O)c1c[nH]c2ccccc12)c1cccc(O)c1 the results were FadD28 binding -1.9, Mtb FBA inh 6, BoNT F protease -2, DUSP3 inh -4, CCHFV vOTU inh -1, GDH-TPI inh -5, MazEF act 5, Mtb BioA inh 0.6 and Rv3671c protease -16.
CCN1C(=O)[C@H]2[C@H]3CN=C(SCc4ccc(OC)cc4)N3[C@@](CC)(C(=O)OC)[C@H]2C1=O was read as FadD28 binding 1.1, Mtb FBA inh 2, BoNT F protease 0, CCHFV vOTU inh -5, GDH-TPI inh -5, MazEF act 3 and Mtb BioA inh 0.3.
`COCc1c(C#N)c(NCCc2ccccc2)nc(C)c1[N+](=O)[O-]` gave FadD28 binding 0.0, Mtb FBA inh 2, BoNT F protease -4, DUSP3 inh -22, CCHFV vOTU inh 3, GDH-TPI inh 10, UGM FP inh 4.3, MazEF act -7 and Rv3671c protease -4.

Molecules from the list above with fluorine:
Screening COc1c(N2CCN(C(=S)NC3CC4CCC3C4)C(C)C2)c(F)cc2c(=O)c(C(=O)O)cn(C3CC3)c12 (centres undefined) returned FadD28 binding -2.5, Mtb FBA inh 0, BoNT F protease -5, DUSP3 inh 34, CCHFV vOTU inh -2, GDH-TPI inh 0, UGM FP inh -0.3, MazEF act 0 and Rv3671c protease -5.
`Cc1nn(C(C)C)c(C)c1CN1CCC(C(=O)Nc2cccc(-c3cccc(F)c3)c2)CC1` gave FadD28 binding -9.6, Mtb FBA inh 3, BoNT F protease -7, DUSP3 inh 24, CCHFV vOTU inh -14, GDH-TPI inh -11, UGM FP inh -2.6, MazEF act -2, Mtb BioA inh -0.4 and Rv3671c protease -10.

Next section.
For CN(C)CC(NC(=O)c1cccc(S(=O)(=O)Nc2ccc3c(c2)OCO3)c1)c1ccccc1 (centres undefined) the results were FadD28 binding -1.0, Mtb FBA inh -1, BoNT F protease 9, CCHFV vOTU inh -7, GDH-TPI inh -5, UGM FP inh 1.6, MazEF act 2, Mtb BioA inh -1.9 and Rv3671c protease -7.
For CC1Cc2ccccc2N1C(=O)COC(=O)c1ccc([N+](=O)[O-])o1 (centres undefined) the results were FadD28 binding -2.5, Mtb FBA inh -1, BoNT F protease inconclusive, CCHFV vOTU inh 39*, GDH-TPI inh 6, UGM FP inh -2.7, MazEF act 2, Mtb BioA inh -0.6 and Rv3671c protease -32.
For O=C(NCCc1ccc2c(c1)OCO2)C1CCN(S(=O)(=O)c2ccc(Cl)cc2)CC1 the results were FadD28 binding -5.7, Mtb FBA inh -2, BoNT F protease 6, DUSP3 inh 15, CCHFV vOTU inh -1, GDH-TPI inh 1, UGM FP inh -1.0, MazEF act -3, Mtb BioA inh 1.7 and Rv3671c protease 0.
COc1ccccc1NC(=O)CCCc1nnc2n(C)c(=O)c3sccc3n12 was read as FadD28 binding -0.4, Mtb FBA inh 14, BoNT F protease -7, DUSP3 inh 21, CCHFV vOTU inh -7, GDH-TPI inh -7, UGM FP inh -0.9, MazEF act 5, Mtb BioA inh 0.9 and Rv3671c protease 5.
Screening COCCCC1CCN(C(=O)C2CCC(=O)N(Cc3ccccc3F)C2)CC1 (centres undefined) returned FadD28 binding -0.6, Mtb FBA inh 3, BoNT F protease -10, DUSP3 inh 38, CCHFV vOTU inh -4, GDH-TPI inh -1, UGM FP inh -2.0, MazEF act 0 and Mtb BioA inh -2.1.
For CCCN(CCC)Cc1c(C(=O)OCC)nnn1-c1nonc1N the results were FadD28 binding -1.2, Mtb FBA inh 0, BoNT F protease 3, DUSP3 inh 7, CCHFV vOTU inh 6, GDH-TPI inh 5, MazEF act 4, Mtb BioA inh 1.5 and Rv3671c protease -2.
Cc1ccc(-c2csc(NC(=O)CSc3nnc4c(n3)[nH]c3ccccc34)n2)cc1 was read as FadD28 binding -5.3, Mtb FBA inh -6, BoNT F protease -1, DUSP3 inh 17, CCHFV vOTU inh 6, GDH-TPI inh 14, UGM FP inh 0.9, MazEF act 8 and Rv3671c protease -82.
`CCOc1ccc(-c2cn(CCC#N)cn2)cc1` gave FadD28 binding -1.7, Mtb FBA inh 1, BoNT F protease -9, DUSP3 inh 15, CCHFV vOTU inh 0, GDH-TPI inh 6, UGM FP inh -1.0, MazEF act 7, Mtb BioA inh 0.2 and Rv3671c protease 2.
`Cc1nn(CC2CC2)c(=O)n1-c1ccc(C(C)C)cc1` gave FadD28 binding -0.2, Mtb FBA inh 3, BoNT F protease -4, DUSP3 inh 5, CCHFV vOTU inh 1, GDH-TPI inh 13, UGM FP inh 1.7, MazEF act -1, Mtb BioA inh -2.5 and Rv3671c protease 9.
For COc1ccccc1C(=O)COC(=O)C1(C)CC1(Cl)Cl (centres undefined) the results were FadD28 binding -3.1, Mtb FBA inh -1, BoNT F protease 1, CCHFV vOTU inh 3, GDH-TPI inh 13, UGM FP inh 1.9, MazEF act 4, Mtb BioA inh -0.1 and Rv3671c protease -2.
`O=Cc1c(-c2ccc(Cl)cc2)oc2ccc(O)cc12` gave FadD28 binding -0.8, Mtb FBA inh 0, CCHFV vOTU inh -10, GDH-TPI inh 1, UGM FP inh -2.1, MazEF act -6, Mtb BioA inh 0.1 and Rv3671c protease -10.
Screening CCOC(=O)c1c2n(c3ccc(OC(C)=O)cc13)CCC2 returned FadD28 binding -1.3, Mtb FBA inh 6, BoNT F protease 3, DUSP3 inh 11, CCHFV vOTU inh 1, GDH-TPI inh -1, UGM FP inh -0.8, MazEF act 11, Mtb BioA inh 1.0 and Rv3671c protease -5.
Cc1ccc(C(=O)Nc2cccc(S(=O)(=O)N3CCCCC3)c2)cc1[N+](=O)[O-] was read as FadD28 binding -0.5, Mtb FBA inh -1, BoNT F protease -3, CCHFV vOTU inh 11, GDH-TPI inh 5, UGM FP inh -1.8, MazEF act 2, Mtb BioA inh 3.6 and Rv3671c protease -63.
Screening Cn1cc(S(=O)(=O)Cc2ccc(F)cc2)c2ccccc21 returned FadD28 binding -6.6, Mtb FBA inh -3, BoNT F protease -6, DUSP3 inh 21, CCHFV vOTU inh -4, GDH-TPI inh -2, UGM FP inh 1.8, MazEF act 3, Mtb BioA inh -2.1 and Rv3671c protease 3.
Screening Cc1ccc2ccccc2c1C(O)c1ncc(-c2ccccc2Cl)[nH]1 (centres undefined) returned FadD28 binding -3.4, Mtb FBA inh -1, BoNT F protease -4, CCHFV vOTU inh -6, GDH-TPI inh -2 and Mtb BioA inh -0.3.
